Screens: PubChem BioAssay, The Scripps Research Institute Molecular Screening Center
DDE Tn6 FP inh: inhibitors of Tn6 peptide binding to human fibrin DD(E); Fibrin DD(E) TRITC-Tn6 fluorescence polarization displacement; inhibition, % at 8.3 µM; hit rate 0.21% among 370,000;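 active means inhibition above a per-campaign cutoff: mean of compounds within control limits plus 3 SD, cut at about 15% in these data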;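 further: 0% = median of all compound wells on the plate and 100% = blocking peptide control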
TCR-CD3 inh: inhibitors of human TCR-CD3 interaction; TAMRA-labeled TCR probe fluorescence, biochemical; inhibition, % at 9.4 µM; hit rate 0.37% among 360,000; in the data active means inhibition above about 19%;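 further: recombinant mutant TCR 2C K166C tagged with TAMRA read by polarization; 0% = receptor in buffer alone and 100% = receptor with positive control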
TDP2 inh: TDP2 (human) inhibition, absorbance primary screen; O95551; recombinant TDP2, T5PNP hydrolysis, p-nitrophenol absorbance 415 nm; inhibition, % at 12.8 µM; hit rate 0.34% among 370,000; AID 720702;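 active means inhibition above the mean of all tested compounds plus 3 SD, set per campaign, cut at about 25% in these data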;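 further: 0% = DMSO with enzyme and 100% = buffer with substrate but no TDP2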
Target sequence (O95551 whole entry, looked up): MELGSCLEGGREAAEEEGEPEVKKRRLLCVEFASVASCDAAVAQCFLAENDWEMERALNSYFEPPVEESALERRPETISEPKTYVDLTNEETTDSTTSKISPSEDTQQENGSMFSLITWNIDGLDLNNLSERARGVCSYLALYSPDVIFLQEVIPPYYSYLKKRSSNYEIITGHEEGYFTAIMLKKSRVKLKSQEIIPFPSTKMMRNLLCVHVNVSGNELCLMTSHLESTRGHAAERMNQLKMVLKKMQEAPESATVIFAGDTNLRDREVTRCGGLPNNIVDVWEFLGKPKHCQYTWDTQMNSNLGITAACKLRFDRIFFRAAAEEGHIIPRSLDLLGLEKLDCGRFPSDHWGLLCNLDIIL
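Read-out basis: percent inhibition. System: recombinant human TDP2. Buffer or medium: Mg2+-containing Tris-HCl buffer, pH 7.5. Repeats: single replicate. Timing: reaction 2 h, 37 °C. Benchmarks: high control without enzyme, low control DMSO plus TDP2. Probe or stimulus: 5 mM T5PNP. Doses: 12.8 µM only. Measured by: epi absorbance of p-nitrophenol freed from T5PNP by hydrolysis.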
PRMT1 FP inh: PRMT1 (human) inhibition, primary screen. Q99873. recombinant PRMT1, activity-based probe fluorescence polarization. inhibition, % at 2.79 µM. hit rate 1.3% among 370,000. AID 652257;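 active means inhibition above about 21% made by adding two undisclosed values, limit read from the data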
Target sequence (Q99873 whole entry, looked up): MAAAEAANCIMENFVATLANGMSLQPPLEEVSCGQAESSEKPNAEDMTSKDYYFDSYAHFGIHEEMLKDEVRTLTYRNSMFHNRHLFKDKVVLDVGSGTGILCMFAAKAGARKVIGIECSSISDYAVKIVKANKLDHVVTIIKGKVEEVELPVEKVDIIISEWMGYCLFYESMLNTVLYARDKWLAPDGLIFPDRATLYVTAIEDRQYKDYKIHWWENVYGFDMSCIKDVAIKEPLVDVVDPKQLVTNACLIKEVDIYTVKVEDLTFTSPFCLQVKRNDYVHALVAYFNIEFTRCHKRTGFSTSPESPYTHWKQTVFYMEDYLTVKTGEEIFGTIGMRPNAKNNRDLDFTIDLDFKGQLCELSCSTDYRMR
proKLK7 act: proKLK7 (human) activation, primary screen. P49862. purified proKLK7, EDANS-DABCYL substrate fluorescence; 100% is mature enzyme control, 0% vehicle. activation, % at 7 µM. hit rate 0.9% among 370,000;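 active means activation above the mean of all tested compounds plus 3 SD, computed per campaign excluding outliers beyond control limits, cut at about 13% in these data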
Target sequence (P49862 whole entry, looked up): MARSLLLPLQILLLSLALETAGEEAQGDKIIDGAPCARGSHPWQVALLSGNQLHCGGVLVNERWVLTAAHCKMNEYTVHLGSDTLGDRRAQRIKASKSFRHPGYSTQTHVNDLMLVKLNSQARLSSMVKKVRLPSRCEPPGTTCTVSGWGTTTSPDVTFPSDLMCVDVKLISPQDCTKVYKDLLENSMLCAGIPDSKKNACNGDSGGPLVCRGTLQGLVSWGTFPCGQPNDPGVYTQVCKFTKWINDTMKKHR
SIAE primary: inhibitors of human sialic acid acetylesterase SIAE; SIAE FP-Rh probe binding, fluorescence polarization; hit rate 0.69% among 370,000; inhibition, % at 9.66 µM; Q9HAT2; AID 1053197;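 active means inhibition above a cutoff: mean of compounds within the control limits plus 3 SD of those, cut at about 17% in these data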;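 further: 0% = plate median of compound wells and 100% = probe without SIAE protein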
UHRF1 binding: human UHRF1 methylated DNA binding inhibitors; Q96T88; UHRF1 binding to methylated oligo, TR-FRET; inhibition, % at 4.4 µM; hit rate 0.75% among 370,000; AID 687016; in the data active means inhibition above about 21%;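 further: UHRF1 SRA domain binding a hemimethylated CpG hairpin DNA probe; 0% = median of test compound wells and 100% = reference inhibitor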
MBD2 DNA inh: inhibitors of human MBD2 binding to methylated oligonucleotide. TR-FRET. inhibition, % at 4.4 µM. hit rate 0.31% among 370,000; in the data active means inhibition above about 13%
DDE Tn7 FP inh: DD(E)-Tn7 binding inhibition, primary FP screen | hit rate 0.13% among 370,000 | inhibition, % at 8.3 µM | FP displacement of FITC-Tn7 peptide from fibrin DD(E); 0% = median of compound wells per plate | P02675 | AID 720508;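 active means inhibition above the mean of compounds falling within the control limits plus 3 SD of them, cut at about 14% in these data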;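 further: 0% = plate median of compound wells and 100% = 10 µM Aha-Tn7 peptide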
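Test system – human fibrin DD(E) · Times – 10 min preincubation, 3 h with tracer, room temperature · Detection – fluorescence polarization of the labelled Tn7 tracer · Measure – percent inhibition normalized to high-control wells · Benchmarks – high control wells with 10 µM unlabelled Aha-Tn7 peptide (full inhibition) · Repeats – singlicate testing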
LEDGF integ inh: blocks HIV-1 LEDGF/p75-dependent DNA integration | hit rate 0.64% among 370,000 | TR-FRET IN-LEDGF/p75 DNA integration, Eu/Cy5 | inhibition, % at 3.7 µM;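 active means inhibition above the screen-wide mean plus 3 SD, cut at about 13% in these data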;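 further: signal is the Cy5 over europium emission ratio at 671 and 618 nm; 0% = plate median of compound wells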
* hit, by the source's call; . = not tested or not shown.

entry	Compound	TCR-CD3 inh	SIAE primary	LEDGF integ inh	UHRF1 binding	MBD2 DNA inh	DDE Tn7 FP inh	DDE Tn6 FP inh	PRMT1 FP inh	TDP2 inh	proKLK7 act
1	CCOc1ccc(-c2cccc(NS(=O)(=O)c3ccc([N+](=O)[O-])cc3)c2)nn1	17	-3	0	1	6	-3	-8	-1	5	0.0
2	O=C(COC(=O)c1ccco1)NC12CC3CC(CC(C3)C1)C2	-2	-2	2	-2	0	4	-6	-1	3	0.2
3	C=CCN1[C@H](CC(C)C)COc2cccc(N3CCSCC3)c2S1(=O)=O	.	4	3	-1	1	1	-2	5	6	0.4
4	O=C(Cc1cccs1)NCCS(=O)(=O)N1CCN(c2ccccc2F)CC1	-12	1	-9	2	2	0	2	2	-5	-0.5
5	Cc1ccc(OCC(=O)Nc2ccc([N+](=O)[O-])cc2)cc1	10	13	2	4	2	-2	4	-2	-9	-0.1
6	COc1ccc(NC(=O)CN2C(=O)NC3(CCCC3)C2=O)cc1Cl	7	9	-1	-3	1	2	1	-1	13	0.1
7	Cc1ccc(N2C(=O)c3ccccc3C2Nc2ccc(S(=O)(=O)N3CCCCC3)cc2)nc1 (stereo not given)	-4	-3	4	77*	-4	3	-7	3	6	-0.4
8	O=C(N/N=C/c1ccc(OC(F)F)cc1)c1ccc(CSc2nc3ccccc3[nH]2)cc1	8	-97	-1	25*	13	-3	-9	-1	-6	-0.3
9	CC(=O)Nc1c2c(nn1-c1ccc(C)cc1C)CS(=O)C2 (stereo not given)	7	0	3	2	0	-1	0	-5	-2	-0.3
10	O=C(O)c1ccccc1C(=O)Nc1n[nH]c(=S)s1	-1	7	3	2	1	-7	-3	31*	3	-0.1
11	O=C(NC1CCCc2c1cnn2-c1cc(F)cc(F)c1)c1ccccn1 (stereo not given)	1	5	-1	-2	-3	1	6	-3	9	-0.1
12	COc1ccc(OC)c(NC(=O)CSc2nnc(C3CCCCC3)o2)c1	-5	-2	-6	15	4	-1	-3	2	-7	-0.3
13	CCOC(CCNC(=O)c1cn(CC(C)C)c(=O)c2c1c1ccccc1n2C)OCC	4	12	-1	1	-2	-7	7	-3	4	-2.6
14	S=c1[nH]nc(-c2ccco2)n1/N=C/c1ccc(Br)s1	-3	-2	2	-1	4	6	5	34*	8	-0.9
15	N#CC(c1nc2ccccc2nc1N1CCCC1)S(=O)(=O)c1cccs1 (stereo not given)	2	-4	5	-3	-8	3	-5	20	-12	-2.2
16	CCOc1ccc(CCN2C(=O)C(=O)N([C@@H](Cc3ccccc3)CN3CCC[C@H]3CN3C(=O)C(=O)NC[C@@H]3Cc3ccccc3)C[C@@H]2Cc2ccc(O)cc2)cc1	-5	0	3	0	0	0	4	3	-10	0.9
17	Cc1nc2cccc(C(=O)NC3CCCCC3)c2o1	3	5	1	-4	-2	7	-3	-2	-6	0.7
18	O=[N+]([O-])c1ccc(Sc2ccc(Cl)c(Cl)c2)nc1	-9	-4	4	1	-3	-2	-2	3	-2	-0.4
19	COc1ccc(C(=O)N2CCC(C(=O)c3ccc(F)cc3)CC2)cc1	-1	1	80*	1	3	-3	2	1	-12	0.1
20	CCOC(=O)c1cc2c(OC)ccc(OC)c2n1CC(=O)c1ccccc1	3	4	-3	2	3	-4	6	0	3	-0.1
21	Cc1cccc(-n2nc3c(c2NC(=O)CCC2CCCCC2)CS(=O)C3)c1C (stereo not given)	9	-9	2	1	-1	-2	4	2	3	-0.1
22	Cc1cc(NC(=O)CSc2c3c(nc4ccccc24)CCC3)no1	4	0	-2	-2	-5	8	-1	0	1	0.2
23	CCC(C)[C@H](NC(=O)NCCC1=CCCCC1)C(=O)O (stereo not given in full)	0	-1	3	-2	0	-6	-3	2	0	-0.7
24	O=C(O)c1ccc(NS(=O)(=O)c2ccc(Cl)cc2)cc1	-6	-1	1	2	-1	-1	0	1	-7	-0.5
25	O=NN1CCN(c2ccncc2S(=O)(=O)N2CCCCC2)CC1	2	3	0	1	-2	-6	2	-2	9	-0.1
26	CCOc1ccc(N(CC(=O)NC2CCCCC2C)S(=O)(=O)c2c(C)noc2C)cc1 (stereo not given)	-9	-1	-3	1	-5	8	-2	3	-2	-0.4
27	COc1ccc(S(=O)(=O)Nc2ccc3c(c2)n(C)c(=O)n3C)cc1F	4	-2	3	3	1	-4	5	-2	-8	0.9
28	CC(O)c1nc2ccccc2n1CC(=O)Nc1ccc2c(c1)OCCO2 (stereo not given)	8	4	6	3	-4	6	0	-3	6	0.6
29	O=C(Nc1ccc(F)cc1)c1cccc(NC(=O)C2C3CC4OC(=O)C2C4C3)c1 (stereo not given)	-2	-5	0	3	0	2	-3	1	6	0.3
30	CC1=NN(c2ccc(Cl)c(C(=O)O)c2)C(=O)C1	3	2	6	7	2	4	4	4	44*	-0.2
31	CN(C)n1cccc1/C=C(\C#N)S(=O)(=O)c1cccc(Cl)c1	8	8	-1	4	-1	-1	-2	-4	8	1.1
32	Fc1cnc(Cl)nc1NC1CCCCC1	8	-3	2	-1	4	6	-7	-2	-10	-0.3
33	O=S1(=O)c2ccc(Br)cc2OC(COCc2ccccc2)CN1Cc1ccccc1 (stereo not given)	-1	2	-1	0	-4	3	0	-2	3	-0.2
34	COc1ccc(C/C(C)=N/NC(=S)Nc2ccc(C)c(C)c2)cc1	5	5	-1	-2	-7	-3	3	0	15	0.1
35	Cc1nonc1OCCCNc1ccc([N+](=O)[O-])cc1Cl	-5	-6	-3	-1	4	3	0	2	1	0.6
36	CCOC(=O)c1c(N)sc2c1CCN(CCc1ccccc1)C2	-3	-4	-3	1	3	3	-1	-2	3	0.0
37	OC(CNCC1COc2ccccc2O1)COc1ccc(Cl)cc1 (stereo not given)	-7	-2	0	1	-3	8	-4	-1	3	-0.2
38	O=C(Cc1ccc(-n2cccc2)cc1)NC1CCCCCC1	-2	1	-2	-2	0	1	1	-2	8	0.3
39	Clc1ccc(CNCc2cccs2)cc1Cl	2	0	5	-2	1	1	-2	-1	1	0.8
40	NS(=O)(=O)c1cccc(NC(=O)c2ccno2)c1	-4	2	-4	0	0	9	-13	0	2	-0.2

Pulled one by one from the entries so far:
entry	Compound	TCR-CD3 inh	SIAE primary	LEDGF integ inh	UHRF1 binding	MBD2 DNA inh	DDE Tn7 FP inh	DDE Tn6 FP inh	PRMT1 FP inh	TDP2 inh	proKLK7 act
36	CCOC(=O)c1c(N)sc2c1CCN(CCc1ccccc1)C2	-3	-4	-3	1	3	3	-1	-2	3	0.0
40	NS(=O)(=O)c1cccc(NC(=O)c2ccno2)c1	-4	2	-4	0	0	9	-13	0	2	-0.2

The list goes on:
entry	Compound	TCR-CD3 inh	SIAE primary	LEDGF integ inh	UHRF1 binding	MBD2 DNA inh	DDE Tn7 FP inh	DDE Tn6 FP inh	PRMT1 FP inh	TDP2 inh	proKLK7 act
41	COc1ccc(C(C(=O)NC2CCCC2)N(C(=O)c2snc(C(N)=O)c2N)c2cc(C)ccc2OC)cc1OC (stereo not given)	9	3	6	-4	-6	6	-2	-5	4	1.3
42	CC1CCCCN1C(=S)NC(=O)c1ccco1 (stereo not given)	2	-2	3	2	-2	0	-1	3	-1	0.1
43	CCN(Cc1ccccc1)C(=O)CCCN1C(=O)COc2ccc(C)cc21	.	-2	-4	2	0	-3	6	-2	1	0.1
44	CCCCN(C(=O)c1cccc(-n2cccc2)c1)c1c(N)n(CCC)c(=O)[nH]c1=O	9	1	2	18	12	2	6	-2	2	0.2
45	COCCN1CN(S(=O)(=O)c2ccccc2)c2nc3ccccc3nc21	0	0	1	-3	1	1	6	-2	3	0.6
46	Cc1cccc(OCCCC(=O)NC2CCCCC2)c1	-10	0	-2	0	-2	-7	1	-1	-16	-0.2
47	Cc1ccc(C2C(C(=O)c3sc(-c4ccccc4)nc3C)=C(O)C(=O)N2CCN(C)C)o1 (stereo not given)	-3	-7	1	1	1	4	-8	11	-11	0.9
48	O=C(N/N=C/c1cc(Br)c(Br)o1)c1ccc2c(c1)OCCO2	9	7	1	8	11	-1	-5	9	12	0.6

Reformatted field by field: part of the list above
(46) Cc1cccc(OCCCC(=O)NC2CCCCC2)c1
  TCR-CD3 inh: -10; SIAE primary: 0; LEDGF integ inh: -2; UHRF1 binding: 0; MBD2 DNA inh: -2; DDE Tn7 FP inh: -7; DDE Tn6 FP inh: 1; PRMT1 FP inh: -1; TDP2 inh: -16; proKLK7 act: -0.2

(47) Cc1ccc(C2C(C(=O)c3sc(-c4ccccc4)nc3C)=C(O)C(=O)N2CCN(C)C)o1 (stereo not given)
  TCR-CD3 inh: -3; SIAE primary: -7; LEDGF integ inh: 1; UHRF1 binding: 1; MBD2 DNA inh: 1; DDE Tn7 FP inh: 4; DDE Tn6 FP inh: -8; PRMT1 FP inh: 11; TDP2 inh: -11; proKLK7 act: 0.9

(43) CCN(Cc1ccccc1)C(=O)CCCN1C(=O)COc2ccc(C)cc21
  TCR-CD3 inh: .; SIAE primary: -2; LEDGF integ inh: -4; UHRF1 binding: 2; MBD2 DNA inh: 0; DDE Tn7 FP inh: -3; DDE Tn6 FP inh: 6; PRMT1 FP inh: -2; TDP2 inh: 1; proKLK7 act: 0.1

The listing continues:
entry	Compound	TCR-CD3 inh	SIAE primary	LEDGF integ inh	UHRF1 binding	MBD2 DNA inh	DDE Tn7 FP inh	DDE Tn6 FP inh	PRMT1 FP inh	TDP2 inh	proKLK7 act
49	Cn1c(SCc2ccc(C#N)cc2Cl)nc2ccccc21	1	-10	2	3	3	2	5	1	3	0.6
50	CCCCNC(=O)CSc1nc2ccsc2c(=O)n1CCCC(=O)NCCc1ccc(S(N)(=O)=O)cc1	6	-6	3	1	-3	-7	8	-5	-4	-0.1
51	CN(CC(=O)Nc1ccc(N2CCOCC2)cc1)C(=O)c1cn(-c2ccccc2)nc1-c1ccccc1	8	-5	3	0	0	-8	-4	-1	-1	0.5
52	CCn1cc(C(=O)NCCCN2CC(C)CC(C)C2)c(=O)c2cc(S(=O)(=O)N(C)C)ccc21 (stereo not given)	2	1	-2	3	4	-7	1	0	-6	-0.1
53	Cc1noc(C)c1C(=O)Nc1cccnc1	-5	-8	4	-2	-1	-1	4	2	-4	0.1

Rows were taken by chance; overall some 4.6% were active at least once.
